RGS8-Gao: human RGS8-Galphao interaction regulation; P09471; multiplexed bead flow cytometry, RGS8-Galphao binding; actives lie on both sides; response (percent of control binding), % at 10 µM; hit rate 0.34% among 220,000; in the data active means response below about 60% or above about 140%; inactive means in between;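 further: Galphao activated as the GDP aluminium fluoride complex binding bead-coupled RGS8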
Target sequence (P09471 whole entry, looked up): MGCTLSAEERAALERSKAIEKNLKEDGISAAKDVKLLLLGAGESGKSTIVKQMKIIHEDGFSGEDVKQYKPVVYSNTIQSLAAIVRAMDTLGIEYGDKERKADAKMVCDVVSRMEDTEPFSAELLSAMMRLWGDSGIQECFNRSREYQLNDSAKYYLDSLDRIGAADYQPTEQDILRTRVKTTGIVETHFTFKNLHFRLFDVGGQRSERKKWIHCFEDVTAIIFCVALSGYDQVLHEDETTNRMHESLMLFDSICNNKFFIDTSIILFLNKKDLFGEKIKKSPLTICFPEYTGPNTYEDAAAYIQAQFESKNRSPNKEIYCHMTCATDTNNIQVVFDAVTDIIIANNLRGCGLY
Mcl1 Bid PPI: disrupts binding of human Mcl-1 to Bid peptide; Q07820; TR-FRET Mcl-1/Bid-Dy647 peptide binding, 1536-well; inhibition, % at 21.7 µM; hit rate 0.97% among 220,000; AID 1021;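 active means compounds that cut the binding signal by more than half at the single screening dose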;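 further: His-tagged Mcl-1 with europium anti-His antibody binding Bid BH3 peptide; 0% = Mcl-1 plus peptide wells and 100% = peptide-only wells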
Target sequence (Q07820 whole entry, looked up): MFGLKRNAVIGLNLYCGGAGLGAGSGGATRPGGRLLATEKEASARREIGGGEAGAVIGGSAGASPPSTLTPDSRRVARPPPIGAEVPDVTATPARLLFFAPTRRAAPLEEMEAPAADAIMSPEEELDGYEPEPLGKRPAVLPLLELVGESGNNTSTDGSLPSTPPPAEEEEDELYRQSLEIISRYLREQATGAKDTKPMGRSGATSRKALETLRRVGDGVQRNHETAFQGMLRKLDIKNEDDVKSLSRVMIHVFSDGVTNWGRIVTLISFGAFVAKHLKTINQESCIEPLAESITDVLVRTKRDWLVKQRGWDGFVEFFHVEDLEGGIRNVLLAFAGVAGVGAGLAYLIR
Mcl1-Noxa inh: Mcl-1/Noxa interaction inhibition. hit rate 1.5% among 220,000. TR-FRET Mcl-1/Noxa peptide binding, 2 h. AID 1022. inhibition, % at 21.7 µM;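 active means compounds that cut the protein-peptide binding signal by more than 50% relative to plate controls in a single-dose test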;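 further: His-tagged Mcl-1 with rhodamine Noxa BH3 peptide and terbium anti-His antibody; 0% = Mcl-1 plus Noxa peptide wells and 100% = peptide-only wells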
* marks the source's active call; other numbers are inactive results. The list is partial; count on the stated rates, not on these rows.

Below each SMILES – RGS8-Gao, Mcl1 Bid PPI, Mcl1-Noxa inh
> COC(=O)CCCC1=CC2=CC(=O)C(C)(OC(=O)c3cccs3)C(=O)C2=CN1c1cccc(C#N)c1 (stereo unspecified)
 : 97, -99, 14
> S=C1NC2(CCS1)Oc1ccccc1C1CC(c3ccccc3)=NN12 (stereo unspecified)
 : 100, -42, -6
> O=c1oc2cc([N+](=O)[O-])ccc2nc1/C=C(O)/C=C/c1ccccc1
 : 100, -75, 72*
> O=C1CCC(=O)N1CC1CC2CCC1C2 (stereo unspecified)
 : 102, -5, -11
> CCCCCCCc1ccc(C2NC(=S)NC3=C2C(=O)c2ccccc23)cc1 (stereo unspecified)
 : 99, -72, 3
> C=CCN1c2ccccc2[C@]23C[C@@H](C(=O)OC)N(C(=O)CC(C)C)C2=NC(C(=O)OC)=C(C(=O)OC)[C@H]13
 : 102, -42, -12
> COc1ccc2c(c1)n([O-])c1c([n+]2=O)CCC1
 : 89, -69, 18
> CN(C)c1ccc(/C=C/C(=O)c2cc(Cl)ccc2O)cc1
 : 101, -42, 20
> S=C1N(c2ccccc2)CN(C2CCCCC2)CN1c1ccccc1
 : 100, -23, 6
> COC(=O)[C@@H]1C[C@@]2(O)[C@H](O)[C@H](O)[C@H](O)C[C@H]2N1Cc1cc(F)ccc1F
 : 103, -27, -6
> C#CCOCCOCCOCCNc1nc(N2CCN(C(=O)[C@H]([C@@H](C)CC)n3cc([C@@H](N)CO)nn3)CC2)nc(N2CCN(C(=O)[C@H]([C@@H](C)CC)n3cc([C@@H](N)CO)nn3)CC2)n1
 : 100, -38, 11
> CC(=O)Nc1cccc(NC(=O)CSc2nnnn2-c2ccc3c(c2)OCO3)c1
 : 99, -40, 2
> COC(C[C@H]1O[C@@H]1[C@H](O)COCc1ccccc1)OC
 : 100, -14, -1
> C[C@H](NC(=O)c1nc[nH]c1C(=O)N1CCc2ccccc2C1)C(=O)OC(C)(C)C
 : 97, -34, 6
> Fc1ccccc1/C=N/Nc1nc(-c2ccccn2)nc2ccccc12
 : 106, -39, -123
> COc1cc(NC(=O)SC2=NCCS2)cc(OC)c1
 : 60, -16, 11
> CSC(=O)NC(=O)NC(=O)c1ccc([N+](=O)[O-])cc1
 : 98, -13, -9
> COc1ccc(C2/C=C\CN(C(=O)NC34CC5CC(CC(C5)C3)C4)CC(=O)N2Cc2ccc(F)cc2)cc1 (stereo unspecified)
 : 103, -35, -7
> O=C(Nc1ccsn1)c1ccc(Cl)cc1Cl
 : 102, -3, 24
> O=c1ccc(N=Nc2ccccc2)ccc1O
 : 104, -78, -88
> CNc1ccccc1C(=O)OC
 : 102, -73, 5
> CCCCNc1ccc(C(CC(N)=O)NC(=O)Cc2cccc3ccccc23)cc1[N+](=O)[O-] (stereo unspecified)
 : 102, 17, 18
> CC(C)(C)c1ccc(C(=O)Nc2ccc(S(N)(=O)=O)cc2)cc1
 : 101, -1, -6
> NC(=O)c1cc2c3ccccc3ccn2c1-c1ccccc1
 : 98, -116, 3
> CCC1ON(c2ccccc2)C2c3nc4ccccc4n3CC12 (stereo unspecified)
 : 103, -20, -4
> CC(=O)Cc1nnn(-c2cc(C)on2)n1
 : 104, 11, -1
> COC(=O)C1(Cc2ccc(O)cc2)OC(=O)C(O)=C1c1ccc(O)cc1 (stereo unspecified)
 : 95, -111, 38
> CCOc1ccc2nc(NC(=O)C3CCCN(S(=O)(=O)c4c(C)noc4C)C3)sc2c1 (stereo unspecified)
 : 93, -67, -5
> COc1ccc(-c2ccc(C(C)=O)cc2)cc1[C@H]1[C@@H]2C=CCC[C@@]2(C)C(=O)N1Cc1ccccc1
 : 100, -38, -36
> Nc1nc(N)c(N=Nc2ccc(SCC(=O)O)cc2)c(=O)[nH]1
 : 102, -30, 21

Three records drawn at random from those above, as already listed:
Below each SMILES – RGS8-Gao, Mcl1 Bid PPI, Mcl1-Noxa inh
> C#CCOCCOCCOCCNc1nc(N2CCN(C(=O)[C@H]([C@@H](C)CC)n3cc([C@@H](N)CO)nn3)CC2)nc(N2CCN(C(=O)[C@H]([C@@H](C)CC)n3cc([C@@H](N)CO)nn3)CC2)n1
 : 100, -38, 11
> COc1ccc2c(c1)n([O-])c1c([n+]2=O)CCC1
 : 89, -69, 18
> CC(=O)Nc1cccc(NC(=O)CSc2nnnn2-c2ccc3c(c2)OCO3)c1
 : 99, -40, 2

Further records:
Below each SMILES – RGS8-Gao, Mcl1 Bid PPI, Mcl1-Noxa inh
> CCCN(CCC)c1ccc(/C=C/c2ccc3cc(OCC)ccc3n2)cc1
 : 105, -2, 7
> C#CCOCCOCCOCCNc1nc(N2CCN(C(=O)[C@H](CCC(=O)O)n3cc(C(N)CO)nn3)CC2)nc(N2CCN(C(=O)[C@H](CCC(=O)O)n3cc(C(N)CO)nn3)CC2)n1 (stereo partly specified)
 : 99, -50, 13
> COc1ccc(C(CC(=O)N2CCOCC2)c2c(OC)cc(OC)c3c(-c4ccccc4)cc(=O)oc23)cc1 (stereo unspecified)
 : 98, -18, 54*
> CC#CCN1c2ccccc2[C@]23C[C@@H](C(=O)OC)N(C(C)=O)C2=NC(C(=O)OC)=C(C(=O)OC)[C@H]13
 : 99, -11, -7
> CCN(CC)CCN1C(=O)c2oc3ccc(F)cc3c(=O)c2C1c1ccncc1 (stereo unspecified)
 : 107, -64, 0
> CCC(=O)c1ccc(OC)c(OC)c1O
 : 104, -85, 17
> COc1cc2c(c(OC)c1O)C(=O)CO2
 : 76, -49, 15
> CC(C)Nc1ccc(C(CC(N)=O)NC(=O)Cc2cccc3ccccc23)cc1[N+](=O)[O-] (stereo unspecified)
 : 102, -12, -2
> COc1ccc(CNC(=O)C2CC(c3ccc(C(F)(F)F)cc3)=NO2)cc1 (stereo unspecified)
 : 99, -20, -6
> Cc1cc(Cl)nc2ccc(Cc3ccc4nc(Cl)cc(C)c4c3)cc12
 : 96, -42, -10
> CC1(c2nnc(-c3ccc(F)cc3)o2)CC(c2ccc(F)cc2)=NO1 (stereo unspecified)
 : 98, -22, -21
> COc1ccc(-c2ccc(C)cc2)cc1[C@H]1[C@H]2C=CC[C@@H](C)[C@@H]2C(=O)N1Cc1ccccc1
 : 104, -18, -22
> CCc1ncc(C)nc1CC
 : 100, -27, 1
> Cn1c(CO)cnc1-c1ccccc1
 : 132, -13, 20
> CCCNC(=O)c1ccccc1C(=O)NC1(C(=O)NCCC)CCCC1
 : 100, -28, -5
> Cc1ccc(C2/C(=C(/O)c3cnn(-c4ccccc4)c3C)C(=O)C(=O)N2CCCN2CCOCC2)o1 (stereo unspecified)
 : 98, -97, 37
> CC(C)(C)OC(=O)CNC(=O)c1[nH]cnc1C(=O)Nc1ccc(Cl)cc1
 : 100, -19, -2
> CCCNc1nc(-c2cc(-c3ccc(Cl)cc3)on2)cc(C(C)C)n1
 : 105, -8, 13
> Cc1cc(O)c(C(C)C)cc1C1(c2cc(C(C)C)c(O)cc2C)OC(=O)c2ccccc21
 : 101, 6, -20
> COc1ccc(N/C=C2\C(=O)CCc3c2oc2cc(Cl)c(O)c(Cl)c32)cc1
 : 99, 86*, 74*

Reprinted from the part before: 2 compounds, then new ones.
Below each SMILES – RGS8-Gao, Mcl1 Bid PPI, Mcl1-Noxa inh
> Cc1cc(O)c(C(C)C)cc1C1(c2cc(C(C)C)c(O)cc2C)OC(=O)c2ccccc21
 : 101, 6, -20
> COc1ccc(N/C=C2\C(=O)CCc3c2oc2cc(Cl)c(O)c(Cl)c32)cc1
 : 99, 86*, 74*
> O=c1[nH]c(SCc2ccccc2[N+](=O)[O-])nc2nc[nH]c12
 : 101, -29, -32
> O=C(NCCc1ccc(F)cc1)c1cc(-c2ccncc2)nc2ccccc12
 : 113, -36, 12
> COc1ccc2c(c1)c(C(=O)CN1CCN(c3ccccc3)CC1)c(C)n2C
 : 96, -24, 16
> CCCCCCCCCCCCC(NC(C)=O)(C(=O)OCC)C(=O)OCC
 : 111, 2, 7
> O=S(=O)(Nc1ncccn1)c1ccc(NC(=S)Nc2cccc(Cl)c2)cc1
 : 106, -32, 14
> CC(C)(C)N1CCC1C(N)=O (stereo unspecified)
 : 100, -9, -12
> O=S(=O)(Cc1ccccc1)N=Nc1c(O)[nH]c2ccc(Br)cc12
 : 101, 8, 32
> O=C1c2ccccc2C(=O)N1/N=C/c1ccc(O)c(O)c1O
 : 86, -93, 100*
> C=C1CCC(C)C(C)(CCC2=CCOC2=O)C/C=C\C=C/1C(=O)O (stereo unspecified)
 : 105, 1, -18
> O=C(CCn1c2c(c3ccccc31)CCCC2)NNC(=O)c1ccccc1C(=O)O
 : 104, -96, 36
> O=C1NC(=O)/C(=C/c2cccc([N+](=O)[O-])c2)N1
 : 102, -17, 4
> NC(=O)c1nnsc1-c1ccc(-c2snnc2C(N)=O)cc1
 : 105, -20, -10
> N#C/C(=C\c1c(Cl)cccc1Cl)c1nc2ccccc2[nH]1
 : 102, -18, -1
> CCN1CCN(Cc2ccc(NC(=O)c3ccc(C)c(NC(=O)C4=NN(c5ccccc5)C(=O)C4)c3)cc2C(F)(F)F)CC1
 : 103, -58, 63*
> COc1cccc(C2C3=C(N=c4s/c(=C\c5ccc(OCC(=O)O)cc5)c(=O)n42)c2ccccc2CC3)c1 (stereo unspecified)
 : 91, 22, 71*
> O=[N+]([O-])c1c(N2CCN(CCO)CC2)nc2ccccn12
 : 99, -22, -12
> CC(=O)c1ccc2c(c1)OCCOCCOCCOCCO2
 : 104, -11, -14
> Oc1ccc(C=NC2CCCCC2)cc1
 : 96, -96, -15
> N#Cc1ccc(Cl)cc1NC(=O)CSc1nc2nc(-c3cccs3)cc(C(F)(F)F)c2c(=O)[nH]1
 : 101, 12, 46
> Cn1ncc2c(Sc3ccc(Cl)cc3)ncnc21
 : 102, -10, -12
> O=c1c(-c2ccc(O)cc2)coc2cc(O)cc(O)c12
 : 112, -66, 2
> CCCN(CCC)CC(=O)N1CC(=O)Nc2ccccc21
 : 103, -10, 3
> NC(=O)CC(NC(=O)c1ccccc1)c1ccc(NCc2ccccc2)c([N+](=O)[O-])c1 (stereo unspecified)
 : 104, -29, -8
> Cc1nc(C(=O)NC2CCCCC2)sc1C1(C)CC(c2cccc([N+](=O)[O-])c2)=NO1 (stereo unspecified)
 : 101, -39, -16
> COC(=O)[C@@]1(C)CC[C@]2(C)CC[C@@]3(C)C(=CC(=O)C4[C@@]5(C)CC[C@H](O)C(C)(C)[C@@H]5CC[C@]43C)[C@H]2C1 (stereo partly specified)
 : 102, -20, 15
> O=C(Cn1c(=O)oc2cccnc21)Nc1ccccc1Oc1ccc(Cl)cc1Cl
 : 103, -3, 3
> COc1ccc2c(c1)CCCN2C(N)=Nc1ccc(Cl)cc1
 : 98, -47, 8
> COC/C=C/C1=CC2=CC(=O)C(C)(OC(=O)c3cnc4ccccc4n3)C(=O)C2=CN1Cc1ccc(OC)cc1 (stereo unspecified)
 : 99, -37, 57*
> O=C(O)c1cncc(Br)c1
 : 99, -2, 1
> COc1ccc(C(CCN2CCCC(C)C2)c2c(OC)cc(OC)c3c2OC(=O)CC3c2cc(OC)c(OC)c(OC)c2)cc1 (stereo unspecified)
 : 109, -64, 8
> COc1ccc([C@@H]2C[C@@H](c3ccccc3)Oc3cc(OC)c(OC)c(OC)c32)cc1
 : 100, 12, -6
> COC(=O)CCCC1=CC2=CC(=O)C(C)(OC(=O)c3cccs3)C(=O)C2=CN1CCCCO (stereo unspecified)
 : 100, -65, -2
> Nc1cc(C(=O)O)c(N)c2c1C(=O)c1ccccc1C2=O
 : 101, -86, 96*
> COc1ccc(NC(=O)c2nc(C)c(C3(C)CC(c4cccnc4)=NO3)s2)cc1 (stereo unspecified)
 : 89, -67, 15
> Nc1nc(Nc2ccccc2)n[nH]1
 : 101, -72, -7
> COC(=O)CCCC1=CC2=C(c3ccccc3)C(=O)C(C)(OC(=O)C3CCCC3)C(=O)C2=CN1C(CO)CO (stereo unspecified)
 : 100, -33, 9
> COc1ccc2nc3cc(Cl)ccc3c(Nc3cc(C(C)C)c(O)cc3C)c2c1
 : 102, -6, 29
> COc1ccccc1NC(=O)OCC#CCOC(=O)Nc1ccccc1OC
 : 104, -8, -31
> COc1ccc(OC)c(N2C(N)=C(C#N)C(c3ccc(OC)c(O)c3)C3=C2CC(C)(C)CC3=O)c1 (stereo unspecified)
 : 101, -156, 15
> O=[N+]([O-])c1cccc(-c2nc3ccccc3s/c2=N/O)c1
 : 98, 8, 3
> CCCNC(=S)Nc1ccccc1
 : 101, -17, -9
> CC(O)[C@H]1CNC(=O)C(=O)N1CC1(c2ccccc2)CC1 (stereo partly specified)
 : 104, -21, 15
> Cc1cccc(NC(=O)c2ccc(S(=O)(=O)N3CCCCC3)cc2)n1
 : 96, -38, 9
> COc1ccc(/C=N/n2cncn2)cc1Cn1nc(C)c([N+](=O)[O-])c1C
 : 104, -4, 9

Seven neighbouring records from above, for reference:
Below each SMILES – RGS8-Gao, Mcl1 Bid PPI, Mcl1-Noxa inh
> CCCCCCCCCCCCC(NC(C)=O)(C(=O)OCC)C(=O)OCC
 : 111, 2, 7
> O=S(=O)(Nc1ncccn1)c1ccc(NC(=S)Nc2cccc(Cl)c2)cc1
 : 106, -32, 14
> CC(C)(C)N1CCC1C(N)=O (stereo unspecified)
 : 100, -9, -12
> O=S(=O)(Cc1ccccc1)N=Nc1c(O)[nH]c2ccc(Br)cc12
 : 101, 8, 32
> O=C1c2ccccc2C(=O)N1/N=C/c1ccc(O)c(O)c1O
 : 86, -93, 100*
> C=C1CCC(C)C(C)(CCC2=CCOC2=O)C/C=C\C=C/1C(=O)O (stereo unspecified)
 : 105, 1, -18
> O=C(CCn1c2c(c3ccccc31)CCCC2)NNC(=O)c1ccccc1C(=O)O
 : 104, -96, 36
